# EPAC2 antagonist: blocks human EPAC2 exchange factor. actives 0.18% (n = 360,000). Potency, µM (titrated, usually from 114 µM), inactives show at the highest dose activity, negative = inhibition, hits mostly inhibitors. Q8WZA2. EPAC2 GEF exchange of Rap1B-BODIPY-GDP, fluorescence; also: potency is read from the fitted curve at half-maximal effect; % is scaled to controls: 0 for no effect and ±100 for the full control effect; nearly all actives have a fitted effect of over 45% in size; many of its hits are not listed in these tables
# aSyn yeast inh: rescues yeast growth from alpha-synuclein toxicity. Yeast expressing alpha-synuclein, growth rescue, BacTiter-Glo, 24 h. Potency, µM (series often up to 46.1 µM), for the others: top-dose growth rescue (activation), usual class: activators. actives 0.14% (n = 370,000); also: potency is read from the fitted curve at half-maximal effect; % of control where 0% means no effect; nearly all actives have a fitted effect of over 65% in size
#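 Screening used galactose-induced yeast with toxic alpha-synuclein levels, exposed to compound for 24 hr at 30 deg C. Cell growth, read with BacTiter-Glo luminescence, gave the measured signal.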
# FUS yeast rescue: FUS proteinopathy suppression in yeast | S. cerevisiae FUS-expressing, growth rescue, OD600, 24 h | AID 1347120 | actives 0.24% (n = 390,000) | Potency, µM (doses to about 76.6 µM), for inactives: at the top dose growth rescue (activation), hits mostly activators;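 also: potency is read from the fitted curve at half-maximal effect; plate controls were DMSO vehicle for no effect and reference control for full effect; nearly all actives have a fitted effect of over 55% in size; some results filed as inactive show a strong effect at the top dose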
#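 Read-out: OD at 600 nm after 24hr at 30C, reporting rescue of FUS-induced yeast toxicity. Cells at OD 0.005 in galactose (2%) minimal medium; compounds tested in a dilution series; CP55940 titration from 92uM final as control.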
# TDP-43 yeast inh: rescues yeast growth from TDP-43 toxicity; TDP-43 expressing yeast growth rescue, BacTiter-Glo, 24 h; Potency, µM (series often up to 46.1 µM), inactives show top-dose growth rescue (activation), actives largely listed as activators; actives 1.8% (n = 410,000); AID 652104; also: potency is read from the fitted curve at half-maximal effect; % of control where 0% means no effect; nearly all actives have a fitted effect of over 50% in size
#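 Cell-based yeast growth screen: TDP-43 expression induced in galactose, inoculum OD600=0.02 after raffinose pregrowth to mid-log. Read-out BacTiter-Glo luminescence at 24 hr, 30 deg C; inhibition of toxicity seen as signal increase.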
# DRD3 antagonist: D3 dopamine receptor (human) antagonism; AID 652054; actives 2.5% (n = 360,000); D3R cells, DiscoveRx beta-arrestin luminescence, antagonist mode; active compounds read low; P35462; max response, negative = inhibition, %; in the data active = max response below about -50%; inconclusive = no clear call, values can overlap the other calls; also: % is scaled to controls: 0 for no effect and ±100 for the full control effect; mostly tested at two doses, the higher about 12 µM
# Target sequence (P35462 whole entry, looked up): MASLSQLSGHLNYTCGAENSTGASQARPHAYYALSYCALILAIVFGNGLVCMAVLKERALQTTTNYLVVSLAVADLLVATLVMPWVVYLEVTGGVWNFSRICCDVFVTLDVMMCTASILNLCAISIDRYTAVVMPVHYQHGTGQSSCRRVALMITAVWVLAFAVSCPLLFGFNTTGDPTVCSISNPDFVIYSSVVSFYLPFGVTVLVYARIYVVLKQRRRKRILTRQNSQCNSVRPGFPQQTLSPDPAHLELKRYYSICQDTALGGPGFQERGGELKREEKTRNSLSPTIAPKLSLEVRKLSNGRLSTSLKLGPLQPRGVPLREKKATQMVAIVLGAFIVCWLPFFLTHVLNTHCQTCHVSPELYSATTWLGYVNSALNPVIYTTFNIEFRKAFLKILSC
#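 Cells plated overnight at 1500 cells/well, then exposed to library compounds with dopamine controls for 90 minutes at 37 degrees C. DiscoveRx reagent added for 30–60 minutes at room temperature; luminescence read, quantitative HTS format.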
# Abeta yeast res: A-beta toxicity reversal in yeast; Potency, µM (doses to about 46.1 µM), without a hit: at the top dose growth rescue, hits mostly activators; actives 0.063% (n = 410,000); yeast expressing A-beta42, growth rescue, OD600, 48 h; response scale: 0% DMSO, 100% iron-clioquinol control; also: potency is read from the fitted curve at half-maximal effect; nearly all actives have a fitted effect of over 55% in size
#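 Yeast growth medium received pinned compounds, then yeast cells expressing toxic A-beta were added; plates incubated at 30 C for 48 hr. Growth read as absorbance at 600 nm, normalized to DMSO and equimolar FeCl3 plus clioquinol controls.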
# DRD3 agonist: activates the human D3 dopamine receptor. P35462. D3R DiscoveRx beta-arrestin cells, luminescence, 90 min. max activation, %. actives 0.58% (n = 410,000). AID 652048; in the data active = max activation above about 30%; also: 0% is about no effect; mostly tested at two doses, the higher about 12 µM
#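 Cells at 1500/well, incubated overnight, then treated with pinned compounds (dopamine as control) for 90 min at 37 degrees C. DiscoveRx reagent added for 30 - 60 minutes at room temperature; luminescence read.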
# EPAC2 ag: agonists of human EPAC2 (RAPGEF4); Q8WZA2; EPAC2 activation, biochemical qHTS; response scale: 100% = 6.5 mM cAMP response; Potency, µM (series often up to 154 µM), for inactives: top-dose activation, actives largely listed as activators; actives 0.079% (n = 360,000); AID 720711; also: potency is read from the fitted curve at half-maximal effect; nearly all actives have a fitted effect of over 50% in size
#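 In this primary screen, activation is scored as increased exchange of BODIPY-GDP from Rap1B by 100 nM EPAC2, with 50 uM GDP as competitor. Signal is normalized to the 6.5 mM cAMP agonist control.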
# Numbers without * were called inactive; ? = inconclusive; nt = no result given; [ ] = another dose, or the depositor's remark. Unless noted, calls follow the shape of the dose curve; as a rule, active = well fitted curve in the direction sought with a large enough effect; inconclusive = small, poorly fitted or top-dose-only effect, or another doubt; inactive = no such curve, though single readings can be large; an effect the other way counts as inactive or inconclusive. This is a subset; the hit share may differ from the screen's.
SMILES,EPAC2 antagonist,aSyn yeast inh,FUS yeast rescue,TDP-43 yeast inh,DRD3 antagonist,Abeta yeast res,DRD3 agonist,EPAC2 ag
Cc1cccc(NC(=O)CSc2nnc(-c3ccccc3C)o2)c1,-2%,-1%,8%,0%,-7,18%,1,-1%
O=C(CC1C(=O)N(c2ccccc2)C(=O)N1CCc1cccs1)Nc1ccc(Cl)cc1 (stereo unspecified),nt,nt,?,4%,nt,3%,-8,nt
CC(C)(C)C(=O)CN1C2=NCCCN2c2ccccc21,-1%,5%,-17%,11%,-4,-1%,1,12%
COCCSc1nnc(NC(=O)c2ccc3c(c2)OCO3)s1,-2%,-4%,-20%,-1%,-7,-3%,1,-1%
CCCCOc1ccc(C(=O)NCC(=O)NCC(=O)OCC)cc1,-2%,6%,18%,?,-27,3%,1,0%
CCOC(=O)C1C(c2ccccc2O)NC(=O)NC1(O)C(F)(F)F (stereo unspecified),-3%,-10%,-6%,-5%,10,8%,12,13%
Cc1sc(NC(=O)CSc2nnc3scc(-c4ccccc4)n23)c(C#N)c1C,0%,6%,44%,-9%,16,10%,6,-2%
N#CCc1ccc(Oc2ncccn2)cc1,1%,3%,-27%,14%,10,-16%,0,5%
COc1cc(C2CC(=O)Oc3cc(O)ccc32)cc(OC)c1OC (stereo unspecified),-12%,0%,-10%,7%,11,4%,-1,10%
Nc1ncnc2c1ncn2[C@@H]1O[C@H](CNC(=O)[C@H](N)Cc2cccnc2)[C@@H](O)[C@H]1O,4%,-4%,-4%,16%,2,13%,1,9%
CCOc1ccccc1N(CC)C(=O)c1noc2c1COc1ccc(C)cc1-2,nt,4%,25%,16%,nt,10%,3,nt
Cc1ccc(-n2c(SCC(=O)Nc3ccc(C(=O)O)cc3)nnc2-c2ccncc2)cc1,2%,0%,37%,0%,2,0%,-2,3%
Cc1ccc(S(=O)(=O)N2[C@@H](Cc3ccccc3)CO[C@H]2CC(=O)c2ccc(F)cc2)cc1,-2%,-2%,24%,-13%,-6,-9%,-8,0%
O=C(CCSc1nc(-c2ccco2)cc(C(F)(F)F)n1)N1CCCc2ccccc21,?,26%,26%,-2%,-19,-6%,-1,-8%
CCNC(=O)NC(=O)CSc1ccc(S(=O)(=O)N2CCCCC2)cn1,10%,-5%,nt,7%,-23,-5%,-14,-3%
COc1ccc(N2CCN(C(CNC(=O)c3cccc(Cl)c3)c3cccnc3)CC2)cc1 (stereo unspecified),-2%,7%,8%,-4%,-14,1%,4,14%
COc1ccc(C2=NS(=O)(=O)N(C)C(C(=O)Nc3ccc(OC(F)(F)F)cc3)=C2)cc1,nt,nt,8%,20%,nt,-7%,-11,nt
O=C1NCCCC1C(=O)Nc1ccccn1 (stereo unspecified),3%,-3%,-5%,-5%,7,1%,-2,-1%
CCOc1ccc(-c2cc3c(=O)n(CC(=O)NCc4ccccc4)ccn3n2)cc1,nt,nt,-1%,21%,nt,-5%,1,nt
N#Cc1ccc(CN2C=NS(=O)(=O)c3ccccc32)cc1,1%,8%,-3%,-4%,2,6%,4,11%
COc1ccc(CNC(=O)Cn2ncc3c(=O)oc4ccccc4c32)c(OC)c1,nt,nt,-24%,-14%,nt,-13%,-17,nt
CCCn1cnc2scc(-c3ccc(C)cc3)c2c1=O,-4%,-2%,5%,1%,12,-14%,2,6%
CCOC(=O)C1=C(C)OC2(O)c3ccccc3C(=O)C12O (stereo unspecified),-27%,-11%,-7%,3%,?,22%,-16,?
Cc1ccc(S(=O)(=O)c2cc3cc(C(=O)Nc4ccc(C)cc4C)ccc3oc2=O)cc1,nt,nt,-1%,-17%,nt,-13%,-11,nt

# Complete entries as entered above. Screens in order: EPAC2 antagonist	aSyn yeast inh	FUS yeast rescue	TDP-43 yeast inh	DRD3 antagonist	Abeta yeast res	DRD3 agonist	EPAC2 ag
# `CCNC(=O)NC(=O)CSc1ccc(S(=O)(=O)N2CCCCC2)cn1` is entered as 10%	-5%	nt	7%	-23	-5%	-14	-3%
# `Cc1ccc(S(=O)(=O)N2[C@@H](Cc3ccccc3)CO[C@H]2CC(=O)c2ccc(F)cc2)cc1` is entered as -2%	-2%	24%	-13%	-6	-9%	-8	0%

# Later entries
SMILES,EPAC2 antagonist,aSyn yeast inh,FUS yeast rescue,TDP-43 yeast inh,DRD3 antagonist,Abeta yeast res,DRD3 agonist,EPAC2 ag
COc1c(C)cc(Br)cc1C(=O)Nc1ccc(S(N)(=O)=O)cc1,-1%,1%,-4%,13%[9.22 µM],9,1%,1,-3%
Cc1ccc(CCNC(=O)c2ccc3c(c2)c(C)c(C)n3Cc2ccccc2)cc1,nt,nt,37%,5%,nt,-15%,-12,nt
COc1ccc(CNC(=O)c2ccc3c(O)c(S(=O)(=O)c4ccccc4)c(=O)[nH]c3c2)cc1,nt,nt,-2%,7%,nt,2%,3,nt
CCN(CC)S(=O)(=O)c1ccc(NC(=O)Nc2cccc(C(F)(F)F)c2)cc1,-8%[57.1 µM],1%,10%,4%,?,-1%,-10,-4%
CC(Sc1nnc2ccccn12)C(=O)Nc1ccc(N2CCOCC2)cc1 (stereo unspecified),16%,-11%,-6%,-12%,-6,-42%[inhibitor],-5,3%
O=C(c1cc(-c2ccncc2)nc2ccccc12)N1CCN(c2ncccn2)CC1,17%,-15%,5%,-18%,6,-16%,9,-5%
COc1ccccc1CNC(=O)C1CCC(CNS(=O)(=O)c2ccc(F)cc2)CC1 (stereo unspecified),-5%,1%,7%,-16%,5,-15%,-1,2%
Cc1nc([N+](=O)[O-])c(C(=O)OCc2ccccc2)n1C,-6%,-6%,13%,nt,-6,4%,-9,6%
Cc1[nH]c(C)c(S(=O)(=O)N2CCN(c3ccccc3F)CC2)c1C(=O)N1CCCC1,2%,7%,34%,-5%,-4,-11%,-6,-2%
Cc1cc(Br)ccc1NC(=O)CN(C)C(=O)C1=COCCO1,12%,-3%,-12%,11%,9,3%,6,-2%
Cc1cnc(NS(=O)(=O)c2ccccc2)c(Br)c1,7%,1%,-8%,-12%,-16,-6%,7,-3%
Cc1[nH]c2ccc(-c3n[nH]c(=S)n3-c3ccccc3)cc2c1C,0%,-8%,7%,8%,-18,10%,-2,11%
COc1cc(C(=O)Nc2ccc(C)cc2C(NCC(=O)NN)c2ccccc2)cc(OC)c1OC (stereo unspecified),6%,-5%,?,2%,-8,2%,3,13%
C/C(Cl)=C\Cn1c(Nc2ccccc2)nc2c1c(=O)n(C)c(=O)n2C,-7%,1%,-17%,1%,17,-1%,0,-6%
COC(=O)C[C@H]1C=C[C@H](NC(=O)c2ccc(F)cc2)[C@@H](CO)O1,5%,-3%,-2%,-7%,0,-13%,-17,4%
O=C(NCCS(=O)(=O)N1CCN(c2cccc(Cl)c2)CC1)C1CC1,-13%,2%,3%,10%,18,14%,3,0%
CCNC(=S)NCc1ccc2[nH]c(C)cc2c1,24%,-19%,21%,-11%,?,0%,-12,-4%
CCN(CC)S(=O)(=O)c1cccc(-c2nnc(C(=O)c3ccc(C(F)(F)F)cc3)o2)c1,-1%,5%,18%,-11%,-24,8%,3,4%
COc1ccc(C(=O)CC(=O)C(=O)Nc2ccc(C)cc2Cl)cc1,-6%,-2%,17%,-1%,-64*,-16%,8,-4%
C=CCC[C@H](Cc1ccc(F)cc1)C(=O)OC[C@H](C)NC(=O)[C@@H](CC=C)CC(=O)N[C@H](CO)Cc1ccccc1,-5%,2%,21%,7%,?,-1%,20,-13%
Cc1cc(C)c(S(=O)(=O)NC2CC2)c(C)c1,-8%,8%,-3%,?,-16,-14%,2,3%
O=C(CSc1nc2ccccc2[nH]1)c1c[nH]c2ccccc12,-23%,-2%,22%,-18%,-56*,-12%,-11,2%
O=C(CSc1ncnc2sc3c(c12)CCCC3)c1ccccc1,-1%,-8%,14%,-2%,17,0%,3,1%
O=C(NNS(=O)(=O)c1ccccc1[N+](=O)[O-])c1ccccc1Cl,4%,-1%,-32%,6%,-2,5%,0,-5%
Cc1cccc(C)c1NC(=O)C1(C)CCC(=O)N1CCOc1ccccc1 (stereo unspecified),1%,0%,31%,0%,15,1%,2,5%
COc1cc2c3c(c1OC)-c1cc4c(cc1CC3(C#N)N(C(=O)c1ccccc1)CC2)OCO4 (stereo unspecified),-5%,1%,nt,5%,19,6%,6,6%
O=C(CCn1c(=S)[nH]c2cc3c(cc2c1=O)OCO3)NCc1ccccc1Cl,6%,-4%,14%,-2%,-13,10%,-2,-4%
CN(Cc1ccccc1)c1nc2c(c(=O)[nH]c(=O)n2C)n1Cc1ccccc1Cl,11%,-7%,6%,-7%,15,-4%,0,-14%
COc1ccc(CC(N)c2csc(Nc3ccc(S(C)(=O)=O)cc3)n2)cc1 (stereo unspecified),10%,2%,-9%,11%,-4,-10%,1,10%
CCN1C(=O)CSC1=Nc1ccc(C(=O)O)cc1,17%,10%,-16%,5%,15,2%,0,0%
O=C(Oc1ccc(OC(=O)C2CCC2)cc1)C1CCC1,10%,-7%,10%,-11%,-8,-4%,-19,2%
COc1ccc(C(=O)NC(=O)N2CCCCC2)cc1,5%,2%,-8%,-3%,1,7%,3,-5%
Cn1c(CCC(N)=O)nnc1SCC(=O)Nc1ccccc1C(=O)NC1CC1,3%,-4%,-15%,12%,-8,2%,-8,11%
Cc1ccc(-c2cc3c(n2-c2ccccc2F)CC(C)(C)CC3=O)cc1,nt,nt,-12%,14%,nt,-4%,-3,nt
Cc1nn(C(C)C)c(C)c1CN1CCCC(CCC(=O)NCc2ccccc2F)C1 (stereo unspecified),2%,-9%,15%,-11%,-30,-6%,-13,5%
O=C(COC(=O)Cc1ccc(-c2ccccc2)cc1)NCc1ccccc1,3%,4%,14%,20%,3,7%,-2,4%
Cc1ccc(C(=O)Nc2nnc(S(=O)(=O)N3c4ccccc4CC3C)s2)cc1 (stereo unspecified),nt,nt,-18%,23%,nt,2%,-8,nt
CN(C)/C=N/N(C)c1ncccc1[N+](=O)[O-],0%,3%,8%,10%,19,-9%,10,6%
Cc1ccc(OCC(=O)Nc2ccc3c(c2)CCC3)c([N+](=O)[O-])n1,-4%,-1%,8%,?,20,-2%,-1,-7%
N#CC(=Cc1ccnc2ccccc12)c1ccccc1,-6%,-7%,14%,17%,-25,-18%,-8,0%
COc1cccc(OC)c1Cn1nnc2c(=O)[nH]c(C3CCN(C(=O)c4ccccc4)CC3)nc21,nt,nt,23%,7%,nt,11%,-2,nt
COc1ccc(CCNC(=O)CCNC(=O)c2ccco2)cc1OC,4%,-5%,3%,10%,0,8%,1,10%

# Screens as filed in PubChem BioAssay.
